# HCMV antiviral: qHTS Assay for inhibitors of the human cytomegalovirus (HCMV). HFF cells, HCMV-luciferase reporter, 72 h; hits give low values. activity change, negative = inhibition, % at 57.5 µM. 4.5% of 410,000 active. AID 1259415, 2018; in the data active means activity change below about -60%; inconclusive means no clear call, values can overlap the other calls; inactive means above about -39%
#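 Steps: HFFs plated, 16 h 37C; compounds added; HCMV-luciferase added to MOI 1 PFU/cell; 72 h 37C; OneGlo reagent, 5 min room temperature; luminescence read, normalized to controls.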
# AMA1-RON2 inh: qHTS for Inhibitors of AMA1-RON; Towards Development of Antimalarial Drug Lead: Primary Screen; AlphaScreen AMA1-biotinylated RON2 peptide binding; Plasmodium falciparum AMA1 (3D7) - RON2 peptide interaction; Potency, µM (doses to about 58.2 µM), inactives show at the highest dose activity change, negative = inhibition, usual class: inhibitors; 0.2% of 360,000 active; AID 720542, 2013;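 further: potency means the concentration at half of the fitted maximal effect; 0% = vehicle wells and -100% = peptide control; nearly all actives have a fitted effect of over 45% in size; some results filed as inactive show a strong effect at the top dose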
#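 AMA1 (3D7) with his tag at 25 nM final met compounds first, then biotinylated RON2 peptide at 25 nM; detection used donor plus acceptor beads, 10 µg/mL apiece, read by AlphaScreen after 30 min at room temperature.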
# Tb PYK inh: qHTS of Trypanosoma Brucei Inhibitors. pyruvate kinase (Trypanosoma brucei), Q57TT1. TbPYK enzyme, Kinase-Glo Plus ATP luminescence, 45 min. Potency, µM (titrated, usually from 76.8 µM), inactives show at the highest dose activity, negative = inhibition, hits mostly inhibitors. 0.12% of 410,000 active. AID 624173, 2012; further: potency means the concentration at half of the fitted maximal effect; nearly all actives have a fitted effect of over 50% in size
#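 Activity of T. brucei pyruvate kinase was followed by Kinase-Glo Plus luminescence after the enzyme reacted 45 min at room temperature with 130 uM ADP (final) and substrate. Test compounds were added before ADP at multiple concentrations.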
# AmpC detergent: qHTS Inhibitors of AmpC Beta-Lactamase (assay with detergent); P00811; AmpC hydrolysis of nitrocefin, absorbance 480 nm, 0.01% Triton; 0.041% of 370,000 active; AID 485294, 2010; Potency, µM (top dose mostly 114 µM), inactives show at the highest dose activity change, negative = inhibition, most hits filed as inhibitors;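 further: potency means the concentration at half of the fitted maximal effect; 0% = no-compound wells and -100% = no-enzyme wells; nearly all actives have a fitted effect of over 25% in size; some results filed as inactive show a strong effect at the top dose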
# Target sequence (P00811 whole entry, looked up): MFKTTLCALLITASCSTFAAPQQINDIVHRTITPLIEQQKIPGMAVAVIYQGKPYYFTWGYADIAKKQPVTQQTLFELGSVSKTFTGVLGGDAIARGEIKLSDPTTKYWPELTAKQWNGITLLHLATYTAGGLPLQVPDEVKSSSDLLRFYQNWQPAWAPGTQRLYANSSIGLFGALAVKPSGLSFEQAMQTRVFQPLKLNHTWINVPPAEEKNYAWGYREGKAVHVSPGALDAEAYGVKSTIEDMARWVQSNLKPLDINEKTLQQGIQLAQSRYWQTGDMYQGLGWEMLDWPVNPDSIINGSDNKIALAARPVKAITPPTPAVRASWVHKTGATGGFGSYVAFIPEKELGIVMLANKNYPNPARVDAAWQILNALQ
#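 20 mM phosphate pH 7.0 + 0.01% (detergent screen) or 0.0001% Triton X-100; 5.3 nM AmpC reagent; cpd preinc 15 min RT; nitrocefin (800 uM stock) to start; A480 q20 s × 4 min; Activity was normalised to no-enzyme and no-compound control wells.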
# Sm TGR inh: qHTS Assay for the Inhibitors of Schistosoma Mansoni Peroxiredoxins | Schistosoma mansoni thioredoxin glutathione reductase (TGR), Q962Y6 | purified TGR, DTNB reduction, TNB absorbance 405 nm | Potency, µM (doses to about 114 µM), inactives show at the top dose activity change, negative = inhibition, most hits filed as inhibitors | 3% of 360,000 active; further: potency means the concentration at half of the fitted maximal effect; nearly all actives have a fitted effect of over 60% in size
#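 Kinetic colorimetric format: TGR-catalysed, NADPH-driven DTNB reduction monitored via TNB absorbance. Enzyme dispensed at 20 nM; compound exposure 15 min at room temperature before reaction start.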
# AmpC inh no detg: qHTS Inhibitors of AmpC Beta-Lactamase (assay without detergent); P00811; AmpC nitrocefin hydrolysis, absorbance 480 nm, 0.0001% Triton; Potency, µM (doses to about 57.1 µM), for inactives: at the top dose activity change, negative = inhibition, actives largely listed as inhibitors; 0.52% of 330,000 active; AID 485341, 2010;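 further: potency means the concentration at half of the fitted maximal effect; plate controls were no compound for no effect and no enzyme for full effect; nearly all actives have a fitted effect of over 20% in size; some results filed as inactive show a strong effect at the top dose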
#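 20 mM phosphate pH 7.0 + 0.01% (detergent screen) or 0.0001% Triton X-100; 5.3 nM AmpC reagent; cpd preinc 15 min RT; nitrocefin (800 uM stock) to start; A480 q20 s × 4 min; Activity was normalised to no-enzyme and no-compound control wells.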
# LmPK inhibitor: qHTS Assay for Inhibitors of Leishmania Mexicana Pyruvate Kinase (LmPK); Potency, µM (titrated, usually from 57.5 µM), for the others: top-dose activity change, negative = inhibition, most hits filed as inhibitors; 0.37% of 290,000 active; Q27686; purified LmPK, Kinase-Glo ATP luminescence, 1 h; further: potency means the concentration at half of the fitted maximal effect
# Target sequence (Q27686 whole entry, looked up): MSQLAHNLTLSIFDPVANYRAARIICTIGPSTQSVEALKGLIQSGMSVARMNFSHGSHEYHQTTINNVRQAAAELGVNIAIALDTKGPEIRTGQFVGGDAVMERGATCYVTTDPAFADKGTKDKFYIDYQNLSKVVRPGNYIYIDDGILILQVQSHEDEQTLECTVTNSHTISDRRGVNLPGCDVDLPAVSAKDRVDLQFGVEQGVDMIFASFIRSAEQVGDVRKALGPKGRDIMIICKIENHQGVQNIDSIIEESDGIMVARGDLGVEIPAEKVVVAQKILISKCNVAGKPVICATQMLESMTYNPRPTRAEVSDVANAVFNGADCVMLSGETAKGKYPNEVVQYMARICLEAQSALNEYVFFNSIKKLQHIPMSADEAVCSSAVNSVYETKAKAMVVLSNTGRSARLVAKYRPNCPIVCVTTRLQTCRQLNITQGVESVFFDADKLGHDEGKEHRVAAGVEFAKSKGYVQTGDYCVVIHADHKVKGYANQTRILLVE
#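 ATP generated from ADP (0.1 mM) and PEP (0.5 mM) by 0.1 nM LmPK over 1 h at room temperature (pH 7.2 imidazole buffer) was detected by coupled luciferase luminescence. Values were normalized to uninhibited and no-enzyme wells.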
# An asterisk follows results filed as active; ? = inconclusive; nt = not tested or not shown; & = joins results of further samples; [ ] = remark or other dose. Unless noted, the call rests on the fitted dose curve; in most records, active means well fitted curve in the direction sought with a large enough effect; inconclusive means small, poorly fitted or top-dose-only effect, or another doubt; inactive means no such curve, though single readings can be large; an effect the other way counts as inactive or inconclusive. Unless noted, on the % scale 0 is the no-effect control and ±100 the full control effect. Not a hit list. Share with any hit: about 7.4%.
SMILES,HCMV antiviral,AMA1-RON2 inh,Tb PYK inh,AmpC detergent,Sm TGR inh,AmpC inh no detg,LmPK inhibitor
CC(C)(CNc1ccc(C(F)(F)F)cc1[N+](=O)[O-])N1CCOCC1,-66*,-8%,0%,3%,3%,77%[activator],2%
Cc1ccc2[nH]c3c(=O)n(CC(=O)N4CCCCC4)ncc3c2c1,4,nt,-9%,17%,1%,nt,nt
COc1cccc(CNC(=O)CN2C(=O)COc3ccc(S(=O)(=O)N4CCC(C)CC4)cc32)c1,-38,7%,5%,1%,-9%,-23%,3%
COc1ccc(NC(=O)C(=O)NNC(=O)c2cccs2)cc1,31,63%[activator],1%,-6%,0%,-7%,1%
COC(=O)C1=C(C)N(Cc2ccccc2)C(=NCc2cccc(Cl)c2)N[C@H]1c1ccccc1,nt,-8%,2%,?,10%&1%,56%&-17%&3%,-9%&-8%
O=C(CCNS(=O)(=O)c1ccccc1)N1CCN(C(c2ccccc2)c2ccccc2)CC1,-11,nt,nt,-5%,-25%,43%,2%
COc1cccc(CN(C)C(=O)CCN=C2NS(=O)(=O)c3ccccc32)c1OC,-13,-5%,0%,4%,1%,-25%,nt
Cc1cc(Cl)c(OCCCN(C)C)c(Br)c1,32,7%,29%,-9%,5%,-14%,-5%
O=C(NCc1ccc(Cl)cc1)c1ccc(-c2ccccc2C(F)(F)F)o1,32,6%,0%,?,-15%,-25%,8%
COc1cc(/C=N/N2CCN(Cc3ccc(C)cc3)CC2)cc(OC)c1O,?,-21%,14µM*,-17%,?,36%,-3%
O=C(COC(=O)C1CC(=O)N(Cc2ccccc2)C1)Nc1ccc2c(c1)OCO2 (stereo not drawn),-21,-7%,-1%,-12%,-4%,-12%,-4%
O=C(CC(Nc1ccccc1)c1ccc(F)cc1)c1ccccc1 (stereo not drawn),-15,-10%,5%,1%,4%,-26%,1%
COc1ccc(/C=N/Nc2nc3ccccc3c(=O)n2-c2ccccc2)cc1OC,34,9%,-8%,-12%,-1%,25%,-14%
COc1ccc([N+](=O)[O-])cc1N(CC(=O)N1CCOCC1)S(C)(=O)=O,-18,-11%,-15%,2%,nt,5%,2%
O=C(O)COc1ccccc1C(Nc1ccccn1)c1cc(Cl)c2cccnc2c1O (stereo not drawn),-26,-10%,52%[activator],-11%,0.4µM*,-30%,13%
COc1ccccc1-c1nnc(SCC(=O)N2CCCCC2)o1,58,0%,-10%,-6%,-19%,-10%,-3%
CCc1c(C)sc(NC(=O)/C=C/c2ccc3c(c2)OCO3)c1C(=O)OC,-10,14%,2%,1%,8%,-18%,5%
COc1ccccc1NC(=O)CS(=O)(=O)c1cn(CC(=O)N2CCCC2)c2ccccc12,-15,-8%,-13%,4%,-33%,40%,-2%
O=C1CCc2nc3ccccc3c(=O)n2N1,nt,29%,-1%,5%,9%,-16%,3%
C[C@]12CCC(=O)C=C1CCC1C2CC[C@@]2(C)C1CC[C@@]2(O)CC#N (stereo partly drawn),nt,0%,-15%,-14%,-1%,-14%,7%
CC(=O)Nc1ccc(S(=O)(=O)N2CCN(c3ccc([N+](=O)[O-])cc3)CC2)cc1,1,-7%,-4%,-12%,6%,-28%,-7%
c1ccc(-c2nc3c([nH]2)CCc2nonc2-3)cc1,-11,-21%,1%,-12%,-5%,-13%,-6%
O=C(NCCC1=CCCCC1)c1ccc2c(c1)N(Cc1ccccc1F)C(=O)c1ccccc1S2(=O)=O,3,nt,3%,22%,9%,nt,nt
O=C(NOCc1cscn1)Nc1ccccc1,19,-13%,-5%,nt,nt,nt,nt
CCOC(=O)N1CCN(C(=O)CCS(=O)(=O)c2cc3c(cc2Cl)NC(=O)CO3)CC1,10,5%,4%,-1%,-2%,-20%,-6%

# Further compounds:
SMILES,HCMV antiviral,AMA1-RON2 inh,Tb PYK inh,AmpC detergent,Sm TGR inh,AmpC inh no detg,LmPK inhibitor
CCn1c(CNc2nc(-c3ccccc3)cs2)nnc1SCC(=O)NCc1ccco1,4,-23%,-14%,-2%,?,43%,3%
CCOC(=O)N1CCN(C(=O)c2c(C)nn(-c3cccc(C)c3)c2-n2cccc2)CC1,0,nt,-6%[15.4 µM],-2%,-6%,nt,nt
CCc1c(C)c2ccc(OCC(=O)NCC3CCC(C(=O)O)CC3)c(C)c2oc1=O (stereo not drawn),1,11%,-11%,-12%,0%,-20%,-2%
O=C(NCc1ccccc1)C(c1ccco1)N(C(=O)c1ccccn1)c1ccccc1 (stereo not drawn),-30,3%,-3%,0%,10%,8%,-3%
CCOc1nc(Nc2ccc(OC)cc2OC)nc(OCC)n1,-8,-4%,-6%,3%,0%,8%,2%
COc1ccc(Cn2c(CCC(=O)Nc3ccc(C)cc3)nc3cccnc32)cc1,25&38,-2%,-8%&2%,?,-1%&-4%,38%,10%
CC1CCN(S(=O)(=O)c2ccc(NC(=O)Cc3ccc(S(=O)(=O)N4CCOCC4)s3)cc2)CC1,?,-19%,-1%,-5%,79µM*,-14%,nt
COc1ccccc1NC(=O)C(C)NS(=O)(=O)c1ccc(F)cc1 (stereo not drawn),30,2%,-2%,-2%,-8%,-1%,2%
CC(C)=C(NC(=O)c1ccccc1Br)C(=O)NCCc1nc2ccccc2[nH]1,-24,5%,1%,-8%,-2%,-6%,-3%
CCN(Cc1ccccc1)C(=O)C1CCN(Cc2ccc(SC)cc2)CC1,7,-29%,11%,3%,-2%,74%[activator],-3%
CCOc1ccc(OCCC(=O)OCC(=O)Nc2cc(OCC)c(N3CCOCC3)cc2OCC)cc1,22,-13%,-2%,?,?,95%[activator],nt
Nc1ccc2oc3ncccc3c(=O)c2c1,-2,-11%,3%,-5%,5%,-14%,-1%
COc1cc(Cc2nc3ccc(S(=O)(=O)N4CCOCC4)cc3[nH]2)cc(OC)c1OC,-1,9%,-11%,-2%,2%,0%,7%
CCN(CC)CCCn1c(=S)[nH]c2ccc(Cl)cc2c1=O,-8,3%,-4%,1%,-32%,0.28µM*,0%
CC1CC(C)(C)OC(c2ccc(C(C)C)cc2)O1 (stereo not drawn),-14,3%,8%,nt,nt,nt,nt
CCCc1cc(=O)c2ccc(OC/C(C)=N/O)cc2o1,-15,0%,0%,-4%,6%,-4%,6%
COc1ccc(C(=O)N/N=C/c2cn[nH]c2-c2ccc(OC)cc2OC)cc1,-12,41%[activator],2%,?,4%,-37%,2%
COC(=O)Nc1ccc(N2CCOCC2)c(S(=O)(=O)N2CCOCC2)c1,-22,0%,-11%,-3%,-11%,-14%,5%
Cc1cc(C)n2nc(SCc3nnc(SCCCCl)o3)nc2n1,-20,6%,4%,6%,4%,35%,-2%
CC(=O)c1c(NCCc2ccccc2)cc(C)oc1=O,-29,0%,2%,-3%,-5%,0%,7%
CC1CN(C(=O)CSc2ncnc3sccc23)CC(C)O1 (stereo not drawn),18,14%,-1%,-3%,-17%,-5%,4%
CNC(=O)Nc1ccc(Cl)cc1,39,42%[activator],-4%,-10%,0%,-15%,-1%
CC[C@H]1C(Nc2ccccc2)C[C@@H]2CCN3C(=O)CC[C@H]1[C@H]23 (stereo partly drawn),2,-1%,5%,nt,nt,nt,nt
Nn1c(Nc2ccccc2)nc2sc3c(c2c1=O)CCCC3,-8,74%[activator],-5%,-10%,nt,-8%,-2%
COc1ccccc1CNC(=O)CSc1ccccc1,25,9%,-6%,?,2%,4%[2.29 µM],1%

# (further entries)
SMILES,HCMV antiviral,AMA1-RON2 inh,Tb PYK inh,AmpC detergent,Sm TGR inh,AmpC inh no detg,LmPK inhibitor
CN1CCN(C(=O)c2ccc(-c3ccccc3)cc2)CC1,4,-6%,-5%,-3%,-7%,15%,-3%
OCCCNc1nc(-c2ccccc2)c2cc(Br)ccc2n1,-6,0%,-5%,-7%,-25%,132%[activator],1%
C=CCNC(=O)c1ccc2c3n(nc2c1)-c1ccccc1CO3,55,-3%,?,-9%,10%,-17%,14µM*
O=C(NCCN1CCOCC1)Nc1ccccc1,22,1%,-9%,6%,-16%,-17%,-3%
Cc1nn(-c2cccc(C(F)(F)F)c2)c(Cl)c1/C=N/Nc1cccc(C(=O)O)c1,152,5%[2.32 µM],-4%,-3%,-3%,-21%,-6%
CC1CN(C(=S)Nc2ccc(Cl)cc2)CC(C)O1 (stereo not drawn),-30,-11%,-3%,-6%,-6%,-31%,-6%
O=C(Cn1cnc2c(NCc3ccccc3)ncnc21)N1CCN(c2ccccn2)CC1,6,-2%,-2%,nt,nt,-13%,nt
COc1ccc(CCNC(=O)c2cc(=O)c3cc(C)c(C)cc3o2)cc1OC,-10,nt,-8%,16%,0%,nt,nt
Cc1cccc(N2CCN(C(=O)CS(=O)(=O)c3cccc4nsnc34)CC2)c1C,23,nt,-7%,2%,-17%,nt,nt
C=C(Cl)COc1ccc2c(C)cc(=O)oc2c1,-5,4%,-5%,-6%,2%,-16%,-1%
CC1=C(C(=O)N(C)C)CC(CC(=O)NC2CC2)C(=O)N1Cc1ccccc1 (stereo not drawn),-18,1%,-1%,nt,nt,nt,nt
CC(=O)N1N=C(c2cccc(NS(C)(=O)=O)c2)CC1c1cccs1 (stereo not drawn),24,6%,0%,?,14%,-7%,4%
Cc1cc(-c2ccn[nH]2)c(C)s1,9,8%,0%,0%,-1%,-28%,10%
COc1ccc(CCNC(=O)CCNS(=O)(=O)c2cccc(Cl)c2)cc1OC,-6,8%,-3%,-13%,1%,1%,2%
Cc1ccc(NC(=O)CSc2nc3ccc(NC(=O)c4cccc(Cl)c4)cc3s2)c(C)c1,-5,nt,0%,15%,-7%,nt,nt
CCc1ccc(-c2ccc(C(=O)C(F)(F)F)[nH]2)cc1,121,0%,3%,3%,5%,-7%,1%

# Quoted at random: two compounds from above
SMILES,HCMV antiviral,AMA1-RON2 inh,Tb PYK inh,AmpC detergent,Sm TGR inh,AmpC inh no detg,LmPK inhibitor
C=C(Cl)COc1ccc2c(C)cc(=O)oc2c1,-5,4%,-5%,-6%,2%,-16%,-1%
C=CCNC(=O)c1ccc2c3n(nc2c1)-c1ccccc1CO3,55,-3%,?,-9%,10%,-17%,14µM*
